Screening data: PubChem BioAssay, National Center for Advancing Translational Sciences (NCATS)
FLuc modulator – firefly luciferase modulation, counter-screen for miR-21 project | purified FLuc, Km substrates, luminescence inhibition | 360,000 compounds, 6.9% hits | P08659 | Potency, µM (titrated, usually from 57.5 µM), inactives show top-dose activity change, negative = inhibition, most hits filed as inhibitors | AID 588342;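 note: potency is the fitted concentration of half-maximal effect; plate controls were vehicle for no effect and reference inhibitor for full effect; nearly all actives have a fitted effect of over 55% in size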
Target sequence (P08659 whole entry, looked up): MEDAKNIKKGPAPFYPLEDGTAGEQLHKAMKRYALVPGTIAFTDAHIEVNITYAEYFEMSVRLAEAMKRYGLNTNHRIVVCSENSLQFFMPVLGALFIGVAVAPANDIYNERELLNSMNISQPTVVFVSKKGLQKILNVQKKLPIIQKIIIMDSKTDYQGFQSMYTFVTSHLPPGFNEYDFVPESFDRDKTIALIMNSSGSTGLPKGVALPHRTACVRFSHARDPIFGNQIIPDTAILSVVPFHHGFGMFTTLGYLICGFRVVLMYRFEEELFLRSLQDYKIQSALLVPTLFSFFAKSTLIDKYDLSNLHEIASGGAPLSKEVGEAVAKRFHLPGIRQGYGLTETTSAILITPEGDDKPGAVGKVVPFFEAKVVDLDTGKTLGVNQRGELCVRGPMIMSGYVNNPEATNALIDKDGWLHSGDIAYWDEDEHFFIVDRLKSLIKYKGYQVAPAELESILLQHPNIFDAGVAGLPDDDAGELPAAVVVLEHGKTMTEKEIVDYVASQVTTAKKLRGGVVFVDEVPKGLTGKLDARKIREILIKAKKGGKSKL
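Purified P. pyralis luciferase (10nM final) with 10uM D-luciferin and 10uM ATP (Km levels) in 50mM Tris acetate pH 7.5, 10mM Mg acetate, 0.01% Tween-20, 0.05% BSA; qHTS 6-point titration, ~60 µM downward; luminescence read.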
NPC1 prom act – NPC1 promoter activation; Huh7 NPC1 promoter luciferase reporter, 24 h; Potency, µM (titrated, usually from 9.22 µM), for inactives: top-dose activation, hits mostly activators; 320,000 compounds, 2.4% hits;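 note: potency is the fitted concentration of half-maximal effect; % of control where 0% means no effect; nearly all actives have a fitted effect of over 60% in size; reporter is driven by a mutant NPC1 promoter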
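Readout is luciferase luminescence, reflecting NPC1 promoter activation in stably transfected Huh7 cells after 24 h compound exposure at 37 °C in reduced-serum medium with 10% FBS.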
Tb PFK block – T. brucei PFK enzyme inhibition; O15648; T. brucei PFK, ADP-Glo luminescence; Potency, µM (highest dose often 57.5 µM), inactives show at the top dose activity, negative = inhibition, hits mostly inhibitors; 330,000 compounds, 0.17% hits; AID 485367;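 note: potency is the fitted concentration of half-maximal effect; 0% = uninhibited 1x PFK enzyme wells and -100% = no-enzyme wells; nearly all actives have a fitted effect of over 60% in size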
Target sequence (O15648 whole entry, looked up): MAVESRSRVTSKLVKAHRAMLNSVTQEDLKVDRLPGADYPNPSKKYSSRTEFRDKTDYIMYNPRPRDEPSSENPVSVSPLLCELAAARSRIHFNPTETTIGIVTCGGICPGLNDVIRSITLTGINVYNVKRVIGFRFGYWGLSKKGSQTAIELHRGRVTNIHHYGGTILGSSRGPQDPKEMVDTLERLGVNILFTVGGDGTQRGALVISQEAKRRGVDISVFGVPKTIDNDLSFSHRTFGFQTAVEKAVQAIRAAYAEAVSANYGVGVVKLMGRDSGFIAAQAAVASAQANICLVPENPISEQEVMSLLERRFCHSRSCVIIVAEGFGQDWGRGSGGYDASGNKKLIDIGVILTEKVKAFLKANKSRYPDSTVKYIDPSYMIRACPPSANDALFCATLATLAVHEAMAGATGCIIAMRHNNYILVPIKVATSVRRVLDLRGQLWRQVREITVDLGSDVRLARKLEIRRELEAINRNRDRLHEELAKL
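Luminescent ADP detection (ADP-Glo, two-step: ATP depletion then ADP-to-ATP conversion for luciferase) reported PFK activity after 45 min room-temperature reaction of 1.25 nM enzyme with 0.5 mM F6P and 0.1 mM ATP at pH 8.0.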
Rab9 prom act – activates the Rab9 promoter; 320,000 compounds, 2.8% hits; Potency, µM (titrated, usually from 9.22 µM), inactives show at the highest dose activation, negative = inhibition, hits mostly activators; Huh7 Rab9 promoter-luciferase reporter, luminescence, 24 h; AID 485297; note: potency is the fitted concentration of half-maximal effect; % of control where 0% means no effect; nearly all actives have a fitted effect of over 60% in size
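Promoter activation is measured as luciferase luminescence in Huh7 cells stably transfected with a Rab9 promoter–luciferase construct, following 24 h compound exposure at 37 °C and 10 min reagent incubation at ambient temperature.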
Coupling enz – inhibits coupling enzyme system, counter-screen for aldolase hits; coupling enzyme system counterscreen, AmpLite Red fluorescence; activity change, negative = inhibition, % at 58.2 µM, hits read low; 290,000 compounds, 0.67% hits; AID 2472; in the data active = activity change below about -30%; note: % is set by controls: 0 for no effect and ±100 for the full control effect
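Counterscreen lacking aldolase: glyceraldehyde-3-phosphate coupling-enzyme reagent preincubated 10 min at RT with compound (at 57.5 uM final), then substrate/coupling system with AmpLite Red added; fluorescence read at 525/598 nm after 20 min RT.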
KCNH2 3.1 inh – blocks the human KCNH2 3.1 channel isoform | U2OS KCNH2 3.1, thallium flux FluxOr; stronger effect = lower value | activity change, % (tested at about 1.8 µM) | 340,000 compounds, 0.95% hits | AID 720553;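 active = maximum activity change below -70%; inconclusive = maximum activity change from -70% to -50%; inactive = maximum activity change above -50%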;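 note: thallium influx rate constant from kinetic fluorescence after stimulation buffer; % is set by controls: 0 for no effect and ±100 for the full control effect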
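Measured as rate of thallium-driven FluxOr signal in transduced U2OS cells carrying the 3.1 channel, read kinetically for 2 min upon stimulation; values are rate constants scaled to DMSO control wells.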
RORg inh – blocks mouse ROR gamma transcriptional activity; Potency, µM (series often up to 53.6 µM), without a hit: at the top dose activity change, negative = inhibition, most hits filed as inhibitors; Drosophila S2 Gal4-RORgamma UAS-luciferase reporter, 20 h; AID 2551; 310,000 compounds, 5.4% hits; note: potency is the fitted concentration of half-maximal effect; % is set by controls: 0 for no effect and ±100 for the full control effect; nearly all actives have a fitted effect of over 60% in size
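Drosophila Schneider cells stably carrying a metallothionein-driven Gal4 DBD–ROR gamma fusion and a UAS-Photinus luciferase reporter were exposed to compound for 1 hr, then induced with copper sulfate (700 uM final) for 20 hr at ambient temperature before luminescence reading.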
ELG1 genotoxic – induces genotoxicity in HEK293T cells with luciferase-tagged ELG1; 330,000 compounds, 1.3% hits; HEK293T ELG1-luciferase reporter, luminescence, 16 h; Potency, µM (highest dose often 46 µM), without a hit: top-dose activity change, positive = activation, actives largely listed as activators; note: potency is the fitted concentration of half-maximal effect; % of control where 0% means no effect; nearly all actives have a fitted effect of over 60% in size
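DMSO vehicle served as control against compound-treated ELG1-luciferase HEK293T cells; exposure lasted 16 hr at 37 °C and 5% CO2, followed by ONE-Glo luminescence detection after 30 min.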
uPA surface inh – inhibitors of cell surface uPA generation; cell surface uPA generation assay, qHTS; Potency, µM (doses to about 38.3 µM), without a hit: at the top dose activity change, negative = inhibition, actives largely listed as inhibitors; 330,000 compounds, 0.31% hits; AID 540303; active = well fitted inhibition curve with a large enough effect; inconclusive = small, poorly fitted or top-dose-only effect; inactive = no such curve, though single readings can be large or run the other way; tested in mouse RAW 264.7 cells; note: potency is the fitted concentration of half-maximal effect; % is set by controls: 0 for no effect and ±100 for the full control effect; nearly all actives have a fitted effect of over 55% in size
Giardia killer – Giardia lamblia killing. Giardia lamblia trophozoite viability. activity change, % at 7.66 µM, hits read low. 340,000 compounds, 0.15% hits. AID 540267; in the data active = activity change below about -80%; inconclusive = between about -30% and that limit;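 note: parasites exposed to compound for two days anaerobically before the ATP read; % is set by controls: 0 for no effect and ±100 for the full control effect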
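Trophozoites 100 cells/well + cpd; 48 hrs, 37 deg C, anaerobic. ATPLite 1-Step added, 15-30 min RT, luminescence read (ATP-based viability).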
VP16 counter – Gal4-VP16 reporter inhibition counter-screen. Drosophila S2 Gal4-VP16 UAS-luciferase, luminescence, 20 h. Potency, µM (titrated, usually from 53.6 µM), for the others: at the highest dose activity, negative = inhibition, actives largely listed as inhibitors. 310,000 compounds, 3.5% hits;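 note: Gal4-VP16 expression switched on by copper sulfate through the metallothionein promoter; potency is the fitted concentration of half-maximal effect; % is set by controls: 0 for no effect and ±100 for the full control effect; nearly all actives have a fitted effect of over 50% in size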
An asterisk follows results filed as active; ? = inconclusive; / = not tested or not shown; & = joins results of further samples; [ ] = dose if it differs, or a comment. Unless noted, calls come from the whole dose curve; as a rule, active = well fitted curve in the direction sought with a large enough effect; inconclusive = small, poorly fitted or top-dose-only effect, or another doubt; inactive = no such curve, though single readings can be large; an effect the other way counts as inactive or inconclusive.

Values in the order – Rab9 prom act | KCNH2 3.1 inh | VP16 counter | Tb PFK block | RORg inh | FLuc modulator | Coupling enz | NPC1 prom act | Giardia killer | uPA surface inh | ELG1 genotoxic
- COc1ccc(N2CCN(C(=O)COCc3cc(-c4ccc5c(c4)OCO5)on3)CC2)cc1
→ 0% | -4 | -11% | 1% | -11% | ? | -4 | 2% | -4 | 0% | -6%
- CCOP(=O)(OCC)C(Nc1ccc(F)cc1)c1ccccc1 (centres undefined)
→ -2% | 5 | 2% | -10% | -4% | 1% | 2 | -2% | 2 | 2% | -3%
- COc1cccc(CNC(=O)c2cccc(NC3=NC4CS(=O)(=O)CC4S3)c2)c1 (centres undefined)
→ 2% | 9 | 2% | -2% | -35% | 1% | 1 | 3% | 14 | 0% | -1%
- CCOc1ccc(C(=O)NC(=S)Nc2cccc(NC(=O)c3ccco3)c2)cc1[N+](=O)[O-]
→ -5% | -3 | 7.1µM* | 0% | 6.3µM* | -1% | 0 | 0% | 3 | -4% | -3%
- CCn1c(SCC(=O)Nc2ccccc2N2CCOCC2)nnc1-c1ccccc1O
→ -1% | -11 | 0% | -5% | -13% | -1% | 0 | -2% | -5 | 0% | -13%
- CC1CCCN(CC(=O)Nc2cc(S(=O)(=O)N3CCOCC3)ccc2N2CCCC2)C1 (centres undefined)
→ -9% | 5 | / | -3% | / | 6% | / | -1% | 8 | -1% | -2%
- COc1ccc(NS(=O)(=O)c2ccc(C)c(C(=O)NNC(=O)c3csc(N4CCOCC4)n3)c2)cc1
→ -3% | -16 | / | -10% | / | -20% | / | -1% | 3 | -1% | -2%
- Cc1cc(C)cc(Nc2ccc([N+](=O)[O-])nc2[N+](=O)[O-])c1
→ 3% | 0 | -15% | -2% | -44% | 0% | -5 | -2% | 9 | 9% | 2%
- Cc1cc(C)n(-c2nnc(NC34CC5CC(CC(C5)C3)C4)nn2)n1
→ 3.5µM* | -13 | ? | -3% | ? | 2.4µM* | -1 | 2µM* | -2 | -3% | ?
- COc1cc2c3c(c1)/C(=C1/SC(=S)NC1=O)C(=O)N3C(C)(C)C=C2C
→ 0% | 10 | 0% | 0% | -12% | -5% | 3 | -3% | -14 | -6% | -3%
- CCOc1ncccc1C(=O)Nc1ccc2c(c1)OCO2
→ 15% | -1 | -1% | 1% | 24% | -17% | -2 | 5% | 1 | -9% | 7%
- COc1ccc(Cn2c(=O)[nH]c3cc(OC)c(OC)cc3c2=O)cc1
→ -1% | -15 | -4% | 0% | 0% | -2% | 0 | 2% | 26 | 19% | 6%
- Cc1nc2c(ccc3nc(NC(=O)c4ccc5c(c4)OCCO5)sc32)s1
→ 0.71µM* | 6 | 0.089µM* | 2%[0.46 µM] | 0.2µM* | 0.21µM* | -7 | 0.32µM* | ? | -27% | ?
- CC1CCN(C2=C(NS(=O)(=O)c3ccc(Br)cc3)C(=O)c3ccccc3C2=O)CC1
→ 11% | -1 | ? | -6% | -38% | -19% | -17 | -1% | ? | -27% | 0%
- CCO[C@@H]1OC(C(=O)N2CCN(Cc3ccccc3)CC2)=C[C@H](c2cn(C(C)=O)c3ccccc23)[C@H]1CCCO
→ -2% | 46 | 4% | -1% | ? | -2% | 3 | 2% | 0 | 5% | -8%
- CCOC(=O)c1c(S(=O)(=O)NCC(=O)Nc2ccccc2F)c(C)n(C)c1C
→ -4% | -11 | 1% | -1% | -5% | 0% | / | -6% | 6 | -8% | 0%
- CN(C)S(=O)(=O)c1cccc(NC(=S)NCCc2ccccn2)c1
→ 1% | -2 | 8% | 1% | 15% | 0% | -2 | -4% | -4 | -1% | 1%
- O=C(COc1ccc(C(=S)N2CCCC2)cc1)Nc1ccccc1C(F)(F)F
→ 1% | 3 | -7% | 2% | -25% | 1% | 1 | -1% | 20 | -3% | -5%
- CC1Cc2ccccc2N1CC(=O)NC(=O)NCc1ccccc1 (centres undefined)
→ 0% | 9 | 2% | -5% | 6% | 0% | 0 | 0% | 0 | 4% | -4%
- COC(=O)CSc1ccc2nnc(CCNS(=O)(=O)c3ccc(C)cc3)n2n1
→ -4% | 2 | -12% | 0% | 3% | 0%&-1% | 1 | 2% | -6 | 9% | 3%
- CCOc1ccccc1C(C(=O)NC1CCCC1)N(Cc1ccco1)C(=O)CNC(=O)c1ccco1 (centres undefined)
→ -3% | -45 | ? | 2% | 35% | 3% | 2 | -2% | 9 | -14% | 8%
- CCN1C(=O)CS/C1=N\S(=O)(=O)c1ccc(Cl)cc1
→ 2% | -9 | -7% | -3% | 5% | -3% | 1 | -9% | 4 | -3% | -1%
- C=CCN(CC=C)CCOc1cc(C)ccc1[N+](=O)[O-]
→ 2% | 12 | -17% | 0% | 9% | 4% | -7 | -2% | -7 | -7% | -2%
- CN(C)CCCN(C(=O)c1ccc(S(=O)(=O)N2CCCC2)cc1)c1nc2c(F)cc(F)cc2s1
→ -12% | 4 | / | 0% | / | 3% | / | -1% | 19 | 1% | 8%
- S=C(Nc1cccc(Cl)c1)N1CCN(c2ccccn2)CC1
→ 1% | 2 | 13µM* | -15% | 11µM* | -2% | -3 | -5% | 7 | 0% | -2%
- O=C(c1ccco1)N1CCN(C(=O)C2CC(c3ccccc3F)=NO2)CC1 (centres undefined)
→ 8% | 8 | 4% | 1% | 24% | 0% | 0 | 0% | 9 | 7% | 5%
- CN(C)c1oc(COc2ccccc2F)nc1C#N
→ 14% | 8 | 19% | 5% | 38% | -10% | 4 | 7% | -12 | -2% | ?
- COc1ccccc1S(=O)(=O)Nc1ccc2nc(C)sc2c1
→ / | 9 | / | 0% | / | / | / | / | ? | -3% | -1%
- CC1=CC2=NC(=O)/C(=C\c3cccn3CCOc3ccccc3C)C(=N)N2O1
→ -5% | -17 | -16% | 2% | -7% | -6% | -2 | -2% | -3 | -3% | -13%
- Cc1ccccc1C(=O)Nc1cc(S(=O)(=O)N2CCOCC2)ccc1N1CCN(C)CC1
→ 8% | 10 | / | 0% | / | 3% | / | 2% | 5 | -7% | 1%
- COc1cc(Cc2nccc3cc(OC)c(OC)cc23)c(S(=O)(=O)O)cc1OC
→ 6% | 30 | 2% | -2% | 1% | 2% | -1 | 2% | 0 | 6% | 0%
- CC1CC(C)CN(CCCNC(=O)C2CCCN(c3ncnc4c3nc3n4CCCCC3)C2)C1 (centres undefined)
→ -1% | -4 | 3% | 0% | 32% | -1% | 2 | -2% | 16 | -2% | -3%
- O=C(c1cccc(N2C(=O)C3C4C=CC(C4)C3C2=O)c1)N1CCN(c2ccccc2F)CC1 (centres undefined)
→ 0% | -22 | 1% | 1% | 12% | 0% | / | -19% | -3 | 2% | -12%
- CCOC(=O)Cn1nc(C)n(-c2c(C)cccc2C)c1=O
→ -1% | -1 | -7% | -1% | 3% | 0% | 1 | -5% | 2 | -1% | 4%
- Cc1ccc(/C=C/S(=O)(=O)NCC(=O)OCC(=O)Nc2ccc(C(N)=O)cc2)cc1
→ -6% | 8 | / | -15% | / | 6% | / | 1% | -16 | 2% | 1%
- COc1ccc(CCNc2ccc(C(CC(N)=O)NC(=O)Cc3cccc4ccccc34)cc2[N+](=O)[O-])cc1 (centres undefined)
→ -1% | 8 | -5% | -10% | -13% | -1% | 3 | 2% | -1 | 23% | 0%
- COc1cccc(CN2CCNC(=O)C2CC(=O)NCC2CCOCC2)c1 (centres undefined)
→ -3% | -7 | -17% | 1% | -20% | 1% | / | -5% | 11 | 3% | 0%
- Cc1ccc(CSc2nnc(-c3cccc(S(=O)(=O)N4CCOCC4)c3)n2CC(C)C)cc1
→ -7% | -10 | -19% | -8% | ? | -5% | -2 | -5% | 9 | -4% | 0%
- CCc1ccc(NC(=O)c2ccnc(C(C)(C)C)c2)cc1
→ -1% | 2 | 0% | 0% | 8% | -1% | 2 | 0% | 11 | / | -2%
- CCOC(=O)c1[nH]c2ccc(OC)cc2c1NC(=O)CN1CCc2ccccc2C1
→ 3% | 0 | 2% | -4% | 17% | 4% | 1 | 0% | 35[activator] | -7% | -6%
- O=C1NC(c2ccccc2)=C(c2ccccc2)C1=O
→ -2% | 3 | -1% | 7% | 0% | 0% | -7 | -1% | 6 | -1% | 0%
- O=C(CCc1ccc(S(=O)(=O)N2CCOCC2)cc1)Nc1nccs1
→ 13% | 7 | -10% | 1% | 19% | 1% | 1 | -1% | -7 | 2% | -2%
- O=C(Cc1ccccc1[N+](=O)[O-])NCCSCc1c(F)cccc1Cl
→ -6% | 1 | 6% | -2% | 10% | ? | 2 | -4% | 3 | -2% | -4%
- CC(C)(C)CC(C)(C)NC1=CC(=O)OC12CCCCC2
→ 1% | 5 | -2% | -5% | 10% | 1% | 1 | 1% | -1 | 8% | -3%
